Assay outcomes: PubChem, Fisher Drug Discovery Resource Center
NPYLR7 ag: activates Aedes aegypti NPYLR7 receptor | HEK293T NPYLR7/Galpha15, GCaMP6s calcium fluorescence | activation, % at 10 µM | 0.15% of 270,000 active | AID 1259423; in the data active means activation above about 40%;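 further: 0% = vehicle and 100% = reference agonist at the receptor; some compounds past the cut are filed as inactive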
hcGAS inh: human cGAS inhibition | recombinant h-cGAS, ATP depletion, Kinase-Glo luminescence | inhibition, % at 12.5 µM | 0.081% of 290,000 active;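 further: 0% = vehicle reaction and 100% = reaction without DNA for no activity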
Target sequence (Q8N884 whole entry, looked up): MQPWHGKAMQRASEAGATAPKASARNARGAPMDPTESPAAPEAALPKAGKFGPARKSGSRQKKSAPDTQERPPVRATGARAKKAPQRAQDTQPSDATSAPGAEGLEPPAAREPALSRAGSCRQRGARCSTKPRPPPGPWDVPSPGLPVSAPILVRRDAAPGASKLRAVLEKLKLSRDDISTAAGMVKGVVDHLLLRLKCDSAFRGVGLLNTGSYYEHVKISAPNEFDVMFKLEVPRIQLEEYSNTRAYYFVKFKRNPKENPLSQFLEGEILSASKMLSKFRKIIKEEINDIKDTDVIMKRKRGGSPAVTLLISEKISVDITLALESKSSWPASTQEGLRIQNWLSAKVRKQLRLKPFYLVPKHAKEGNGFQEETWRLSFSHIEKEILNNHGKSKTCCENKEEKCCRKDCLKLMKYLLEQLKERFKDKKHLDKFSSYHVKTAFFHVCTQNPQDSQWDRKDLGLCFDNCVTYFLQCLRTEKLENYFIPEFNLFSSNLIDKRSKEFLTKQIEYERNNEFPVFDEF
mcGAS lum: inhibitors of mouse cGAS; recombinant cGAS, Kinase-Glo ATP depletion luminescence; inhibition, % at 12.5 µM; 0.15% of 160,000 active;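 further: 0% = negative control wells and 100% = reference inhibitor with no enzyme activity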
Starred values were filed as active, the others as inactive; / = no result given; & = joins results of further samples. Unless noted, no stated cut-off is given here; in the data, active means inhibition above about 40%; inactive means the rest. Compounds as they come. Share with any hit: about 0.27%.

Molecule,NPYLR7 ag,hcGAS inh,mcGAS lum
Cc1nc(-c2ccncc2)ncc1C(C)NC(=O)Nc1cccc(F)c1 (configuration not stated),21,-6,/
COCCCNc1nc2nonc2nc1NCCCSC,0,-2,/
Cn1ccc(NC(=O)CN2CCC(N3CCCC(C(=O)N4CCCC4)C3)CC2)n1 (configuration not stated),6,-5,/
CN1CCCN(C(=O)[C@H]2C[C@@](C)(C(=O)O)N(C)[C@H]2c2ccccc2Cl)CC1,7,-3,/
O=C(c1ccc(F)cc1)N1CCCC(OCc2ccc(OC(F)(F)F)cc2)C1 (configuration not stated),-4,-6,-4
CCc1noc(CN(CC)C(=O)c2cn(Cc3ccc(F)cc3)nn2)n1,5,-4,/
O=C(Cn1cccc(-c2nc(-c3ccc(Cl)cc3)no2)c1=O)NCc1ccco1,-3,-5,-12
CC(Oc1ccccc1F)C(=O)NCCCn1nc(-c2ccccc2)ccc1=O (configuration not stated),-3,-2,/
O=c1c(C2=NCCCCCC2)c(NC2=NCCCCCC2)[nH]n1-c1ccccc1,5,-6,-5
N#Cc1cc2ccccc2oc1=O,10,0,-4
COc1cc(-c2nc3ccccn3c2NC2CCCCC2)ccc1OC(=O)c1ccc(C)c([N+](=O)[O-])c1,0,4,-6
Cn1cc(C(=O)N2CCN(S(=O)(=O)c3ccc(F)cc3F)CC2)c2ccccc21,2,5,0

Additional compounds:
Molecule,NPYLR7 ag,hcGAS inh,mcGAS lum
CN(Cc1nc(C(c2ccccc2)c2ccccc2)no1)C1CCOCC1,8,-7,/
CCC(C)NC(=O)c1cc(NC(=O)CCc2ccccc2)ccc1N1CCN(c2ccccc2OC)CC1 (configuration not stated),-5,-16,-5
CC(C)Cc1cc(C(=O)N[C@@H]2c3ccccc3C[C@@H]2O)n(C)n1,7,1,-12
O=c1cc(-c2cc3ccccc3o2)oc2ccc(Br)cc12,10,-3,/
NC(=O)c1ccc(N2CCN(Cc3cccc4nsnc34)CC2)nc1,1,-5,-17
C=CCN1C(=O)C2(CC(=O)N(Cc3ccc(OC)c(OC)c3)C2=O)c2cc(Cl)ccc21 (configuration not stated),9,-5,-2
CC(C)CN(CC(=O)N1CCc2sccc2C1c1ccc(Cl)cc1Cl)C(=O)N(C)C (configuration not stated),16,-7,-4
CCc1nc2c(OCc3ccccc3)cccn2c1N(C)C(=O)CC(C)C,1,-4,-3
O=S(=O)(NC1CCN(S(=O)(=O)c2cc(C(F)(F)F)ccc2Cl)CC1)c1ccccc1,10,-11,-5
CC1Cn2c(nnc2-c2ccc(F)cc2)S1 (configuration not stated),-5,-10,/
COc1cc(CC(=O)N2CCC3(CC2)OCc2cc(Cl)ccc2O3)cc(OC)c1OC,12,-7,-3
CC1=C(C(=O)Nc2ccccc2)C(c2ccc(Br)cc2)N2C(=O)CSC2=N1 (configuration not stated),-1,-1,-3

(further entries)
Molecule,NPYLR7 ag,hcGAS inh,mcGAS lum
Cc1cc(C(=O)N2CCOC(COc3cccc(C(F)(F)F)c3)C2)cc(Cl)n1 (configuration not stated),-4,-4,-5
COc1ccc(C(CC(=O)N2CCC(n3c(=O)[nH]c4ccccc43)CC2)c2c[nH]c3ccccc23)c(OC)c1 (configuration not stated),21,-8,-6
Cc1cc(C)cc(-c2nn(CN3CCOCC3(C)C)c(=S)o2)c1,-1,8,/
Cc1ccc(C)c(NC(=O)CCNC(=O)c2cnn3cc(C)cnc23)c1,0,-5,-8
Cc1ccccc1C(=O)N1CCN(c2cccc(F)c2)C(=O)C1C (configuration not stated),-1,-3,-4
CC(=O)N1CCCn2nc(C(=O)NCC3(CO)CCCC3)cc2C1,/,-5,-11
CC(Cc1cccc(F)c1)C(=O)NCC(C)(C)c1ccccc1F (configuration not stated),-1,-6,-17
O=C(NOC[C@H](O)CO)c1ccc(F)c(F)c1Nc1ccc(I)cc1F,-3,-6,-11
C=CCCC(O)(CCC=C)c1ccc(CN(Cc2ccc(C)s2)C(C)C)o1,-8,-4,-6
CCOc1ccccc1N1C(=O)CSC1c1ccc(NC(=O)c2ccc(Cl)c([N+](=O)[O-])c2)cc1 (configuration not stated),3,-3,-5
NC(=O)[C@H](Cc1ccccc1)n1cc2ncccc2c1O,2,-1,/
CC1(C(=O)NS(=O)(=O)c2ccccc2Cl)CCN1C(=O)CCc1cccs1 (configuration not stated),-5,-2,-5

Later entries.
Molecule,NPYLR7 ag,hcGAS inh,mcGAS lum
CCOCCNC(=O)c1ccc(-c2cc(-c3ccc(Cl)cc3Cl)[nH]n2)cc1,5,-8,-6
CCSc1nnc(CNC(=O)C23CC4CC(CC(C4)C2)C3)n1Cc1ccccc1,-3,-8,-7
COc1ncc(-c2cc(NCCN(C)C)nc3[nH]ccc23)c(OC)n1,8,-5,/
Cc1ccc(S(=O)(=O)N2CCN(CC3(O)CCC3)CC2)c(C)c1,0,-6,/
N#Cc1c(SCc2ccccc2)nc2c(c1C1CC=CCC1)CCC2 (configuration not stated),1,-7,-7
Cc1cccc(Cn2c(N3CCN(Cc4ccccc4C)CC3)nc3c2c(=O)[nH]c(=O)n3C)c1,-2,-4,/
Cc1ccc(NC(=O)N2CCSC23C(=O)N(Cc2cccc(C#N)c2)c2ccc(Cl)cc23)cc1C (configuration not stated),11,-5,-4
CC(C)(C)C1(C)OC(C(N)=O)C(C(N)=O)O1 (configuration not stated),-2,-1,-8
Cc1ccc(Cc2cnc(NC(=O)C3CCCO3)s2)cc1Cl (configuration not stated),4,-1,/
O=C(Nc1ccccn1)Nc1c[nH]c2ccccc12,2,-4,-10
O=C(CN1CCN(CC(=O)NC2CCCCC2)CC1)NC1CCCCC1,17,1,/
COc1ccc(Cc2nc(CSCc3cccs3)cs2)cc1,4,-5,-5

(listing goes on)
Molecule,NPYLR7 ag,hcGAS inh,mcGAS lum
CCNC(=O)C1CCN(C(=O)CCSCc2ccc(F)cc2)C1 (configuration not stated),5,-5,-17
CCn1nc(C(=O)Nc2cccc(F)c2F)ccc1=O,6,-6,/
CCOC(=O)C(Cc1ccc(Cl)cc1)NC(=O)C1CC=CCC1C(=O)N1CCN(c2ccc(OC)cc2)CC1 (configuration not stated),-7,-6,/
O=C(Cn1cnc2ccccc2c1=O)Nc1ccc(F)cc1,-7,-7,/
COc1ccc(CN(C)S(=O)(=O)c2ccc(F)c(C(=O)O)c2)cc1OC,9,-5,/
O=C1NC(=Nc2ccccc2)S/C1=C\c1ccc(-c2cccc(Cl)c2Cl)o1,-8,-1,5
FC(F)(F)Oc1ccc(CNc2nccnc2-c2cccc(C(F)(F)F)c2)cc1,21,-4,-3
c1ccc(-c2ccc(C(c3ccccc3)n3ccnc3)cc2)cc1 (configuration not stated),-8&-5,-1&0,/
c1ccc(COC2CCN(Cc3nc(-c4ccccn4)no3)CC2)nc1,-3,-6,/
Cc1cc(F)ccc1NCc1ccccn1,-1,3,/
Cc1cc(C(=O)N2CCc3onc(-c4ccc(F)c(F)c4)c3C2)n(C)n1,3,-6,/
Cc1ccccc1Cn1c(C)c(C(=O)NC2CC2)sc1=O,-5,0,/

Next compounds
Molecule,NPYLR7 ag,hcGAS inh,mcGAS lum
Cn1nc(NC(=O)c2cnccn2)c2c1NC(=O)CC2c1cccs1 (configuration not stated),-12,-6,-11
O=C(Nc1cc(C(F)(F)F)cc(C(F)(F)F)c1)N1CCCN(c2nc(Cc3ccccc3)ns2)CC1,-9,-16,-6
CC1=NC2=C(C(=O)CC(c3ccc(Cl)cc3)C2)C(c2ccccc2Br)C1C#N (configuration not stated),-13,-8,-8
CCc1nc2ccc(C(=O)N(C)CCN(C)C)cn2c1N(C)Cc1ccc(N(C)C)cc1,-14,2,1
Cc1cnc(CN(CC(C)C)c2cccc(O)c2)cn1,1&-2,-2&-10,-11
COCCN1CCN(c2nc(C(=O)N3CCCCC3)cs2)C1=O,-1,-8,/
COc1cccc(-c2nc3c(N4CCOCC4)nccc3[nH]2)c1F,-6,-8,-8
O=C(Nc1cc(-c2ccccc2)nn1-c1cccc(F)c1)c1ccc(F)c(C(F)(F)F)c1,19,-3,-6
CCOc1cccc2cc(C(N)=O)c(=Nc3ccccc3)oc12,1,-3,-5
CCOC(=O)c1cc(-c2ccc(N3CCN(C(=O)c4ccc(OC)cc4OC)CC3)cc2)n(-c2ccccn2)n1,23,-4,-8
Cc1nn(-c2ccccc2[N+](=O)[O-])c(C)c1[C@@H]1C=C[C@@H](NC(=O)CC(C)(C)CC(=O)O)C1,-3,-6,-8
O=C(NC1=NC2=C(CCCC2)C2(CCCCC2)S1)c1ccc2c(c1)OCO2,7,-1,/

Continued; it opens with the 2 that closed the last part.
Molecule,NPYLR7 ag,hcGAS inh,mcGAS lum
Cc1nn(-c2ccccc2[N+](=O)[O-])c(C)c1[C@@H]1C=C[C@@H](NC(=O)CC(C)(C)CC(=O)O)C1,-3,-6,-8
O=C(NC1=NC2=C(CCCC2)C2(CCCCC2)S1)c1ccc2c(c1)OCO2,7,-1,/
CCOC(=O)C(C)n1cnc2c(nnn2-c2ccc(OC)c(OC)c2)c1=O (configuration not stated),-2,-5,-9
CSCCCNc1ccccc1COCC(O)CN(C)C1CCCCC1 (configuration not stated),3,-5,-5
COC(=O)C(CC(C)C)NC(=O)CSc1nc2ccccc2s1 (configuration not stated),14,-4,-7
Cc1cccc(C2=N/C(=C\c3ccc(F)cc3)C(=O)O2)c1,-2,-4,/
CC(=O)Nc1cccc(-c2ccnc3c2CC(C(=O)NCc2cccs2)O3)c1 (configuration not stated),1,-1,-6
O=C(Nc1noc2ncccc12)C12CC3CC(CC(C3)C1)C2,-1,-5,-8
COCC(=O)N1CCCN(C/C(C)=C/c2ccccc2)CC1,2,3,/
CC(C)C(=O)NCCc1nc2ccccc2n1CCc1ccccc1,2,-2,/
CCOc1nc(-c2ccccc2F)n(-c2cccc(NC(=O)c3ccc(OC)cc3)c2)n1,26,0,-7
CC(C(=O)Nc1cc(-c2nnc3n2CCCCC3)c(F)cc1F)n1ccnc1 (configuration not stated),1,-10,/
Cc1ccccc1NC(=O)N1CCN(C(=O)c2cc(-c3ccc(Cl)cc3)n(-c3cccc(F)c3)c2C)CC1,7,-6,-4
CCC(C)(C)NC(=O)C1=NN(c2cc(C)ccc2C)C(=O)CC1,6,-7,/

More results follow.
Molecule,NPYLR7 ag,hcGAS inh,mcGAS lum
CC(C)CN(Cc1ccsc1)CC(O)COc1ccc(Cl)cc1 (configuration not stated),6,-6,-4
CC(C)c1cc(C(=O)NCCc2nc3c(s2)CCC3)n(C)n1,2,-7,-11
Cc1noc(C)c1CCC(=O)N1CCCC(CCc2cccc(F)c2)C1 (configuration not stated),16,-4,/
O=C(CNC(=O)c1ccc2c(c1)OCO2)Nc1ccccc1SCc1ccsc1,1,0,-2
Cc1ccccc1-c1noc(CNCCS(=O)(=O)N(C)C)n1,15,-7,-14
O=C(Cn1c(SCCOc2ccccc2Cl)nc2ccccc21)N1CCOCC1,-4,-3,/
CCCCn1c(N2CCN(Cc3ccc(Br)cc3)CC2)nc2c1c(=O)[nH]c(=O)n2C,3,-4,/
CCn1c(=NC(=O)CCS(=O)(=O)c2ccccc2)sc2cc(Br)ccc21,1,-5,-7
COc1ccc(OC)c2c(SC(C)C(=O)O)cc(C)nc12 (configuration not stated),1,-5,-10
Cc1ccc(S(=O)(=O)NC(=O)C/C=C/c2ccc(F)cc2)s1,9,-13,/
CCCCCCCCCc1c(C#N)c(N)[nH]c(=S)c1C#N,0,1,/
C/C(=C\c1ccccc1)c1ccccc1,6,-8,/

Rewritten as labelled records: part of the list above.
CC(C)CN(Cc1ccsc1)CC(O)COc1ccc(Cl)cc1 (configuration not stated)
  NPYLR7 ag: 6
  hcGAS inh: -6
  mcGAS lum: -4
CC(C)c1cc(C(=O)NCCc2nc3c(s2)CCC3)n(C)n1
  NPYLR7 ag: 2
  hcGAS inh: -7
  mcGAS lum: -11
Cc1noc(C)c1CCC(=O)N1CCCC(CCc2cccc(F)c2)C1 (configuration not stated)
  NPYLR7 ag: 16
  hcGAS inh: -4
  mcGAS lum: /

Other entries.
Molecule,NPYLR7 ag,hcGAS inh,mcGAS lum
CSc1nccc(-c2ccc(Cl)cc2Cl)n1,-6,-2,-11
CCN(CC)c1ccc(CN(Cc2ccc(F)cc2)C(=O)COC)c(OS(C)(=O)=O)c1,-10,-4,-9
CC(C)(C)c1cn2nc(N3CCC(Oc4ccccn4)CC3)sc2n1,0,-7,/
Cc1ccc(S(=O)(=O)N(CC(=O)NC2CCCc3ccccc32)C2CCCC2)cc1C (configuration not stated),-3,-4,/
O=C(Nc1cccc(Cc2ccccc2)c1)Nc1cccc2[nH]c(COCCO)nc12,-3,-2,-2
COc1nc(C(=O)N2CCC(NC(=O)C3CC3)CC2)cc2ccccc12,5,-6,/
Cc1cc(C)cc(CCC(=O)N2CCCC2c2cc(C)no2)c1 (configuration not stated),-9,0,1
COCCn1c(SCCN2CCCCC2)nc2c1c(=O)[nH]c(=O)n2C,0,-8,-8
N[C@@H](C(=O)N[C@@H]1C(=O)N2C(C(=O)O)=C(Cl)CS[C@H]12)c1ccccc1,-16&-7&-1,3&-6&0,/
CC(c1nnc(-c2cccs2)o1)n1cnc2c1c(=O)n(C)c(=O)n2C (configuration not stated),-1,4,/
CC(C)(C)c1nnc(NC(=O)c2ccco2)s1,-6,-1,-5
Cc1cc(C)n(CCN(C)c2nc3nonc3nc2NC2CC2)n1,11,-6,/
CC(C)c1csc(NC(=O)CCC(=O)c2ccc(Br)cc2)n1,1,-3,-18
O=C1OC(C(=O)Nc2nc(-c3ccccc3)cs2)Cc2ccccc21 (configuration not stated),-4,-5,/
CCOC(=O)C1(Cc2ccccc2C)CCCN(C(=O)C(=O)c2ccccc2)C1 (configuration not stated),-10,6,1
